Assay outcomes: PubChem BioAssay, Broad Institute
PGC1a acetyl inh: PGC1a acetylation modulation, inhibitor mode | U2OS PGC1a acetylation, AlphaScreen anti-acetyl-lysine; with virally co-expressed GCN5 acetyltransferase | inhibition, % at 15.6 µM | actives 0.17% (n = 350,000);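 active means every replicate shows inhibition of at least 40%; inconclusive means mean inhibition at least 40% but some replicate below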;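 further: 0% = neutral control wells and 100% = positive control wells; some results beyond the cut were filed as inactive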
PAX8 inh HTS: PAX8 transcriptional activity inhibition | RMG-I TPO-luciferase reporter, SteadyGlo, 24 h | inhibition, % at 12.6 µM | actives 1.2% (n = 360,000) | AID 652154;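 active means mean replicate inhibition at least 60% with every replicate also reaching 60%; inconclusive means only one of the two criteria is met; inactive means mean below 60% and not all replicates reaching 60%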;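 further: luciferase light reporting Pax8 driven TPO promoter activity; plate controls were median of neutral control wells for no effect and mitoxantrone controls for full effect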
LGR2 inh: blocks bursicon-induced cAMP signaling via Drosophila LGR2. HEK293 LGR2, CRE-luciferase, bursicon-stimulated, 4 h. AID 720647. actives 0.35% (n = 380,000). inhibition, % at 9.99 µM;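 active means drop in luminescence signal, shown as inhibition above about 50% in the replicate tests, limit read from the data, passing the limit was not always enough; inconclusive means probably only some replicates passing the limit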;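 further: agonist challenge used bursicon conditioned medium at about half maximal strength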
PglD inh: PglD (C. jejuni) enzyme inhibition; purified PglD enzyme, DTNB colorimetric CoA detection; inhibition, % at 12.5 µM; actives 0.098% (n = 360,000); AID 602405; in the data active means inhibition above about 16%, passing the limit was not always enough; inconclusive means no clear call, values can overlap the other calls; further: strong numbers were not always called active
FN deposition inh: fibronectin deposition inhibition. actives 0.086% (n = 350,000). AH1F fibroblasts, Alexa488-fibronectin deposition fluorescence, overnight. inhibition, % at 12.6 µM;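 active means mean inhibition across replicates of 30% or more, regardless of how many single replicates reach that level; inconclusive means mean under 30% yet at least half of replicates reach 30%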;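 further: positive control wells lacked labelled fibronectin entirely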
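Assay system: AH1F fibroblast monolayer, labelled fibronectin deposition. Amount: 10000 cells per well. Also added: labelled fibronectin 24 nM. Compound: single-point pinned compound. Incubation: cell attachment 1 h, compound and FN exposure overnight. Detection: fluorescence after three HBSS washes, excitation 485 nm, emission 525 nm. Read-out: inhibition of fibronectin deposition signal.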
EWS-Fli block: inhibitors of EWS/Fli oncoprotein transcriptional activity. A673 NR0B1-luciferase reporter, viability-normalised. inhibition, % at 12.6 µM. actives 0.67% (n = 350,000). AID 651661;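 active means mean inhibition of at least 50% after viability correction, with every replicate also passing that limit; inconclusive means mean reaches 50% but only one of two replicates passes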;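 further: firefly luciferase signal divided by Alamar Blue viability fluorescence both relative to DMSO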
ERAP1 HTS inh: ERAP1 (human) enzyme inhibition; recombinant ERAP1, Leu-AMC fluorescence, 60 min; inhibition, % at 10.7 µM; actives 0.15% (n = 340,000); AID 652197;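 active means mean replicate inhibition of at least 30%, or all replicates individually reaching that 30% level; inactive means mean below 30% and not every replicate reaching it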;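 further: 0% = neutral control wells and 100% = L-leucinethiol positive control wells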
Target sequence (Q9NZ08 whole entry, looked up): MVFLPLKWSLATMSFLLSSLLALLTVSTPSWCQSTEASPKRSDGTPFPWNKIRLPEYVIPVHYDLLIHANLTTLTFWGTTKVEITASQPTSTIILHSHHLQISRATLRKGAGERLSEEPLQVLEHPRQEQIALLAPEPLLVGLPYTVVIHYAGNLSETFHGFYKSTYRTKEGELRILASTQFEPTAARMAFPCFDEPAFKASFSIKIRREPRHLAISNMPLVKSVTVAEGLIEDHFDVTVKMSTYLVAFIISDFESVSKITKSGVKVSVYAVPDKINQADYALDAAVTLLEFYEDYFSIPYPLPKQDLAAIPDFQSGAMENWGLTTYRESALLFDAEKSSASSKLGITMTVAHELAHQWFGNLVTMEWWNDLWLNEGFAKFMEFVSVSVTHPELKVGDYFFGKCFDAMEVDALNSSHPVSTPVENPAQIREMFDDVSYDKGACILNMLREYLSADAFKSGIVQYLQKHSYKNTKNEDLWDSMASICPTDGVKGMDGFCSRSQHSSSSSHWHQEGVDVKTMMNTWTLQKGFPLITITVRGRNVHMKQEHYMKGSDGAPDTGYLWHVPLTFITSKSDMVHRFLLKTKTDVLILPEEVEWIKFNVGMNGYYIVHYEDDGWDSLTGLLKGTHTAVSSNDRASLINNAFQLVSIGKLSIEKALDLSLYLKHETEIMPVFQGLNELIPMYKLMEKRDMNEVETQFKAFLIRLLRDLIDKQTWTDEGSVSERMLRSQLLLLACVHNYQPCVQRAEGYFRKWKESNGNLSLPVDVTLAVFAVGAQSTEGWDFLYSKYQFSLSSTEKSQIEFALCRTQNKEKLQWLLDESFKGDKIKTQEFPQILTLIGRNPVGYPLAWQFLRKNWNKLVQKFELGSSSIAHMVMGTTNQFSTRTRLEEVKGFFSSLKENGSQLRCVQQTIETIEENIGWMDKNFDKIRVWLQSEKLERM
S100A4 inh HTS: blocks human S100A4 binding to myosin IIA peptide. S100A4/TAMRA-MyoIIA peptide fluorescence polarization. inhibition, % at 10.7 µM. actives 0.14% (n = 360,000);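 active means mean inhibition of at least 70% across replicates, with every replicate also reaching that level; inconclusive means mean inhibition reaches 70% but some replicates fall short; inactive means mean inhibition below 70%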
Target sequence (P26447 whole entry, looked up): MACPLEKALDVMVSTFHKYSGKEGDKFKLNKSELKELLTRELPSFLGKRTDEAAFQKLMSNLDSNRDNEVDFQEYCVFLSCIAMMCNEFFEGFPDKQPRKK
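Material: S100A4 monomer protein / Buffer or medium: 50 mM HEPES pH 7.2, 10 mM CaCl2, 100 mM KCl / Times: 5 min incubation before reading / Benchmarks: neutral control DMSO, positive control TFP / Reagent: labelled myosin peptide probe, 5 nM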
An asterisk follows results filed as active; ? = inconclusive; / = no result given; & = joins results of further samples.

Preview (4 entries):
SMILES	PGC1a acetyl inh	PAX8 inh HTS	LGR2 inh	PglD inh	FN deposition inh	EWS-Fli block	ERAP1 HTS inh	S100A4 inh HTS
CCCCNC(=O)C[C@@H]1C[C@@]2(C(=O)OCC)CCCC=C2N(Cc2ccc3c(c2)OCO3)C1=O	/	2	5	/	-3	1	-1	-5
Cc1ccc(OCC(=O)Nc2ccccc2Sc2ccccc2)c([N+](=O)[O-])n1	/	-10	-7	/	2	1	-3	3
O=C(NCc1nc2ccccc2[nH]1)C1=C[C@H](c2ccc3c(c2)OCO3)C[C@H](OCc2ccc(CO)cc2)O1	-5&-4	2&15	-7	-3&3	5	6&-6	1&2	-4&3
COc1ccc(S(=O)(=O)Nc2ccc3c(c2)CC(=O)N([C@@H](C)CO)C[C@@H](C)[C@H](CN(C)S(C)(=O)=O)O3)cc1	-6	-10	12	0	-2	-1	1	-5

The whole of this part (from the top)
SMILES	PGC1a acetyl inh	PAX8 inh HTS	LGR2 inh	PglD inh	FN deposition inh	EWS-Fli block	ERAP1 HTS inh	S100A4 inh HTS
CCCCNC(=O)C[C@@H]1C[C@@]2(C(=O)OCC)CCCC=C2N(Cc2ccc3c(c2)OCO3)C1=O	/	2	5	/	-3	1	-1	-5
Cc1ccc(OCC(=O)Nc2ccccc2Sc2ccccc2)c([N+](=O)[O-])n1	/	-10	-7	/	2	1	-3	3
O=C(NCc1nc2ccccc2[nH]1)C1=C[C@H](c2ccc3c(c2)OCO3)C[C@H](OCc2ccc(CO)cc2)O1	-5&-4	2&15	-7	-3&3	5	6&-6	1&2	-4&3
COc1ccc(S(=O)(=O)Nc2ccc3c(c2)CC(=O)N([C@@H](C)CO)C[C@@H](C)[C@H](CN(C)S(C)(=O)=O)O3)cc1	-6	-10	12	0	-2	-1	1	-5
C[C@H](CO)N1C[C@H](C)[C@@H](CN(C)CC2CCCC2)OCc2cnnn2CCCC1=O	15	2	19	-2	-2	4	0	?
COc1ccccc1NC(=O)c1ccc2c(c1)N(CC(=O)NC(C)C)C(=O)C(C)(C)O2	/	15	5	0	-2	-5	2	-7
CCN(CC(=O)Nc1c(F)cccc1F)C(=O)c1cn2ccccc2n1	-5	0	-3	/	-1	0	-11	0
C[C@H]1CN([C@@H](C)CO)C(=O)c2cccc(NC(=O)C3CC3)c2O[C@H]1CN(C)Cc1ccc(C(=O)O)cc1	8	-19	0	-1	/	-9	0	7
Cc1occc1-c1nnc(SCCNCCO)o1	/	-3	10	/	2	6	-1	-2
C[C@H](O)CNC(=O)c1[nH]cnc1C(=O)Nc1cccc(Cl)c1	4	-7	-8	4	16	11	3	8
O=C(C[C@H]1CC[C@@H]2[C@H](COC[C@@H](O)CN2CC2CCCC2)O1)NCc1ccc(Cl)cc1	/	/	5	/	-18	-10	-3	10
O=C(NCc1ccccc1)C1(C(F)(F)F)C/C(=C\CCO)CCCO1 (stereo unspecified)	/	6	13	7	2	-9	11	-1
CCn1c(COc2ccccc2)nnc1SCC(=O)CC(=O)Nc1ccccc1OC	8	14	-6	-1	5	/	2	0
CCOc1ccc(-c2nc(N)ncc2-c2ccccc2)c(O)c1	-30	16	/	-6	11	/	/	/
C[C@H](CO)N1C[C@H](C)[C@H](CN(C)C(=O)CN(C)C)Oc2cc(-c3ccc(C#N)cc3)ccc2S1(=O)=O	1	/	1	0	-7	-11	2	9
CCOc1ccc(S(=O)(=O)NCc2ccncc2)cc1NC(=O)c1ccccc1F	/	10	22	-2	-3	-1	-4	-4
CC(=O)N1CCc2c(sc(NC(=O)CS(=O)(=O)c3ccc(F)cc3)c2C#N)C1	-5	-2	-16	-1	2	5	1	-6
C[C@@H]1CN([C@@H](C)CO)C(=O)c2cc(-c3cncnc3)cnc2O[C@H]1CN(C)C(=O)Cc1ccccc1	12	-12	-17	0	/	1	-3	5
O=C(CC1OC(=O)c2ccccc21)c1ccco1 (stereo unspecified)	-5	-15	/	0	1	/	/	/
CSc1ncccc1C(=O)N1CCN(S(=O)(=O)c2ccccc2)CC1	9	-9	-16	2	0	-9	-1	-2
CCOC(=O)COc1ccc2c(c1)c(C(C)=O)c(C)n2-c1ccc(OC)cc1	6	3	10	9	7	0	0	-2
O=C(NC1CC2CCCC(C1)N2Cc1ccccc1)c1cccc(F)c1 (stereo unspecified)	11	-17	-4	4	-4	7	1	1
CCN(CC)c1ccc(N=C2C(=O)Nc3ccccc32)cc1	4	-2	-28	-5	0	14	2	-16
O=C1CNC[C@@H]2[C@@H](c3ccc(C4=CCCC4)cc3)[C@H](CO)N12	-5	/	-3	/	-10	-4	-1	0
O=C1C2C3C=CC(C3)C2C(=O)N1CCN1CCN(S(=O)(=O)/C=C/c2ccccc2)CC1 (stereo unspecified)	-1	13	8	/	0	-8	-1	-1

Reprinted at random: three entries already listed, in no set order.
SMILES	PGC1a acetyl inh	PAX8 inh HTS	LGR2 inh	PglD inh	FN deposition inh	EWS-Fli block	ERAP1 HTS inh	S100A4 inh HTS
O=C(C[C@H]1CC[C@@H]2[C@H](COC[C@@H](O)CN2CC2CCCC2)O1)NCc1ccc(Cl)cc1	/	/	5	/	-18	-10	-3	10
O=C(NCc1nc2ccccc2[nH]1)C1=C[C@H](c2ccc3c(c2)OCO3)C[C@H](OCc2ccc(CO)cc2)O1	-5&-4	2&15	-7	-3&3	5	6&-6	1&2	-4&3
CCn1c(COc2ccccc2)nnc1SCC(=O)CC(=O)Nc1ccccc1OC	8	14	-6	-1	5	/	2	0

Continued:
SMILES	PGC1a acetyl inh	PAX8 inh HTS	LGR2 inh	PglD inh	FN deposition inh	EWS-Fli block	ERAP1 HTS inh	S100A4 inh HTS
C[C@@H]1CN([C@H](C)CO)C(=O)c2cccc(NC(=O)Nc3ccc(F)cc3)c2O[C@H]1CN(C)C(=O)Nc1ccc(C(F)(F)F)cc1	-5	32	-6	4	7&2	4&-4	5&0	59&21
CCCCNc1cc(C)oc(=O)c1C(C)=O	5	/	3	10	-1	/	0	-1
COc1ccc(N2CCN(C(=O)CSc3ncn[nH]3)CC2)cc1	/	-3	-5	4	-10	-6	0	1
CCOc1ccc(S(=O)(=O)NCc2ccccc2)cc1C(N)=O	11	21	-10	/	1	-12	10	5
COc1ccccc1-c1nnc(NC(=O)c2ccccc2F)o1	-18	20	11	3	-3	-2	2	2
COc1ccc(S(=O)(=O)N(C)C[C@@H]2Oc3cc(-c4cccc(F)c4)ccc3S(=O)(=O)N([C@@H](C)CO)C[C@H]2C)cc1	-13	49	11	/	/	30	/	/
NC(N)=NC(N)=Nc1ccc(O)cc1	/	-7	14	1	2	4	-1	0
CCc1cccc(OCC(=O)Nc2ccc(C)c(S(=O)(=O)N3CCCCCC3)c2)c1	0	33	-75	3	4	4	1	1
COc1cc(C(=O)COC(=O)c2ccc([N+](=O)[O-])o2)cc(OC)c1OC	6	3	1	-1	5	-10	3	-2
Fc1ccc(-c2nc3c(Cl)cc(C(F)(F)F)cn3c2Cc2ccccc2)cc1	-9	-13	-17	-2	0	-11	0	66
Cn1cnc(S(=O)(=O)N2CCCCN3[C@H](C2)[C@H](c2ccc(-c4ccc(F)cc4)cc2)[C@@H]3CO)c1	-7	18	1	2	/	0	2	-2
Cc1cc(NC(=O)Cc2ccccc2C)no1	/	13	10	4	-3	5	-3	-2
COc1cc(Cl)c(C)cc1NC(=O)c1ccc(NS(=O)(=O)c2ccc(F)c(F)c2)cc1	/	2	/	/	0	5	1	-5
CC(C)(C)c1ccc(OCCC(=O)Nc2cccc(S(=O)(=O)NC3=NCCCCC3)c2)cc1	-17	52	9	9	3	35	0	2
CC1CCN(S(=O)(=O)c2ccc(C(=O)NCc3ccc4c(c3)OCO4)cc2)CC1	-8	/	-5	3	/	9	2	3
O=C(C1CCC1)N1CC2(C1)[C@H](c1ccccc1)[C@H](CO)N2CCC(F)(F)F	/	/	0	/	3	15	0	8
Cc1ccccc1CC(=O)OCC(=O)Nc1ccc(C)c(S(=O)(=O)N2CCCCC2)c1	2	0	-7	-4	-4	-2	-2	-4
CCCCc1nc(C(N)=O)c2[nH]c(=O)n(-c3ccc(OCC)cc3)c2n1	13	/	-14	2	/	/	1	-6
O=C(Cc1ccccc1)N1CC[C@H]2[C@H](CO)Nc3ccc(C#Cc4cccc(F)c4)cc3[C@H]21	-23	/	-5	/	5	/	1	-1
CCC1CCCCN1C(=S)NC(=O)c1ccco1 (stereo unspecified)	/	-11	-5	0	7	2	-2	-12
CS(=O)(=O)N[C@@H]1C[C@@H]2O[C@H](CO)CC[C@@H]2O[C@@H]1CCc1ccc(/C=C/c2ccccc2)cc1	-10	-63	/	/	/	-17	2	-3
CNCCCC1c2ccccc2C=Cc2ccccc21	-5	9	-2	-3	-4&-14	5	-1	3&1
CCOc1ccc(C(=O)NC(=S)N(Cc2ccccc2)Cc2ccccc2)cc1	0	/	2	0	/	22	4	4
COc1ccc(CN(C)C[C@@H]2OCCCC[C@H](C)Oc3ccc(NS(=O)(=O)c4cn(C)cn4)cc3C(=O)N([C@H](C)CO)C[C@H]2C)cc1	12	-10	-17	2	/	-14	-5	3
O=C(N/N=C/c1ccc(O)c(O)c1)c1ccc(-n2cnnn2)cc1	23	-14	-15	1	-1	16	2	1
(continued)
SMILES	PGC1a acetyl inh	PAX8 inh HTS	LGR2 inh	PglD inh	FN deposition inh	EWS-Fli block	ERAP1 HTS inh	S100A4 inh HTS
C[C@H](CO)N1C[C@H](C)[C@@H](CN(C)C)Oc2ccc(NC(=O)CCCN(C)C)cc2C1=O	-3	-9	2	1	-12	2	3	4
CCC(=O)N1CC2(C1)[C@H](c1ccccc1)[C@H](CO)N2C(=O)c1cccnc1	-1	-9	0	/	/	1	-2	-10
COc1ccccc1C(CNC(=O)c1ccc(NS(=O)(=O)c2ccc(C(C)=O)cc2)cc1)N1CCCC1 (stereo unspecified)	3	-12	16	-2	-12	-9	1	-2
C[N+]1([O-])[C@@H]2Cc3cc4c(cc3[C@@H]1Cc1cc3c(cc12)OCO3)OCO4 (stereo partly specified)	/	12	23	-1	15	-7	-2	3
O=C(/C=C/c1cccc(Br)c1)N1CCN(c2cccc(C(F)(F)F)c2)CC1	5	-13	-9	4	2	/	/	/
O=C(c1cc2ccccc2oc1=O)N1CCCC1	1	15	/	6	-5	/	/	/
COc1cc(/C=N/Nc2nc(N3CCCC3)nc(N3CCCC3)n2)ccc1OCc1ccccc1F	-6	-26	/	-2	-6	-33	/	-1
COc1cc(/C=N/N2C(=O)C3C4c5ccccc5C(c5ccccc54)C3C2=O)ccc1O (stereo unspecified)	-3	23	-1	7	14	/	/	/
COC(=O)C(C(=O)OC)c1ccccc1NS(=O)(=O)c1c(C)cc(C)cc1C	/	-33&19	14&-5	/	11	-6&-12	1&-2	-1&1
Cn1c(=O)c2c(ncn2CC(=O)Nc2nc(-c3ccc(F)c(F)c3)cs2)n(C)c1=O	13	1	-20	-5	-3	-9	/	-2
CC(=O)NC[C@H]1[C@@H](c2ccc(C3=CCCC3)cc2)[C@@H](CO)N1C(=O)C1CC1	/	/	0	/	-4	/	0	-43
